Bioassay records: PubChem, The Scripps Research Institute Molecular Screening Center
GBA enhancer: glucocerebrosidase activity enhancement; P04062; L444P Gaucher fibroblasts, 4-MU-glucoside fluorescence, 3 days; activation, % at 10 µM; 30,000 compounds, 0.44% hits; AID 784; in the data active means activation above about 65%;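 further: 0% = vehicle wells and 100% = positive control wells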
Target sequence (P04062 whole entry L483P): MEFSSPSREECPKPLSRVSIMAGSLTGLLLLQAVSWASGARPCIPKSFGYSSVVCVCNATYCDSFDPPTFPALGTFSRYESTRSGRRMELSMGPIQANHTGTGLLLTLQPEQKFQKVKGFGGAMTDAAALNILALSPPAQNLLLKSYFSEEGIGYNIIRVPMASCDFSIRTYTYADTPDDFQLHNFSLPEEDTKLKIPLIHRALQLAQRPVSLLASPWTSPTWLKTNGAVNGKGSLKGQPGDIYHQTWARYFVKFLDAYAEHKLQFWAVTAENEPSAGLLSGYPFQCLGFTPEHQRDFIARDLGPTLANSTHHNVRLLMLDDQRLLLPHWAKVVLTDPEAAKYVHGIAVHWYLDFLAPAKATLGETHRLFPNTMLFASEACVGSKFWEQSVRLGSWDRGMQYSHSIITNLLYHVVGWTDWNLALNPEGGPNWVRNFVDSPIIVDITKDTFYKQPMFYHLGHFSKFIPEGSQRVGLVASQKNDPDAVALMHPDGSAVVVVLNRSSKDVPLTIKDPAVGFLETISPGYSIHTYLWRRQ
The depositor's hits bear a star. An excerpt (hit frequency here may not be typical).

SMILES	GBA enhancer
CCCn1c(SCC(=O)O)nc2ccccc21	-28.2
O=C(Nc1cccnc1N1CCOCC1)c1ccco1	-1.9
O=c1ccccn1Cc1ccccc1F	5.1
COC(=O)CNC(=O)c1nn(-c2cccc(OC)c2)c(=O)c2ccccc12	-46.0
CCN1C(=O)c2cccc3c(S(=O)(=O)Nc4ccccn4)ccc1c23	-6.7
CCOC(=O)c1c(CN(C)C)n(C)c2ccc(OC(C)=O)cc12	7.2
O=C(O)CCCC(=O)Nc1cccc2cccnc12	-38.2
O=C(CN(Cc1ccco1)C(=O)CNS(=O)(=O)c1ccc(Cl)cc1)NCc1ccc(F)cc1	-42.8
Cc1ccccc1-c1noc(-c2ccccc2C(=O)N2CCCC2)n1	-4.7
CCn1c2ccccc2c2nnc(SCC(=O)c3ccccc3)nc21	-10.9
C/C(Cl)=C/Cn1c(N2CCCC2)nc2c1c(=O)n(C)c(=O)n2C	-1.3
O=C(CCN1CCCC1)Nc1cccc(Br)c1	-36.9
CCOC(=O)N1CCN(CC(=O)Nc2c(C(=O)OC)[nH]c3ccc(Cl)cc23)CC1	-1.0
O=C(CSc1nnc2scc(-c3ccccc3)n12)NCc1ccc2c(c1)OCO2	-35.8
O=C(Nc1cccnc1)c1noc2c1CCCCC2	-11.8
CCOc1cc(N2CCOCC2)c(OCC)cc1NC(=O)COC(=O)c1cc(C)oc1C	2.7
COCCCn1cnc2c(c1=O)c1nc3ccccc3nc1n2-c1ccccc1	-8.8
COC(=O)c1ccccc1NC(=O)c1noc2c1CCCC2	-37.5
Cc1ccc(-n2c(C)nc3c(cnn3-c3ccc(F)cc3)c2=O)cc1	7.7
CCOC(=O)CSc1nc(C)c2cc(OC)ccc2n1	-21.7
COc1ccc(-c2nc(C#N)c(N3CCN(c4cccc(Cl)c4)CC3)o2)cc1OC	-14.2
Fc1ccccc1Cn1nnc2c(-n3ccnc3)ncnc21	-28.7
O=C(CN1CCOCC1)Nc1ccc(-c2nc3ccccc3[nH]2)cc1	9.7
COC(=O)c1ccc(NC(=O)CN(c2ccc(OC)cc2)S(C)(=O)=O)cc1	-31.8
Cc1ccc(NC(=O)CS(=O)(=O)c2cn(C)c3ccccc23)c(C)c1	0.7
CCOC(=O)Cc1csc(NC(=O)CCc2ccc(S(=O)(=O)N3CCOCC3)cc2)n1	-4.9
Nn1c(SCC(=O)Nc2ccc3c(c2)OCCO3)nnc1C(F)(F)F	-11.8
COc1cc(Nc2cc(C)nc3ncnn23)cc(OC)c1OC	3.3
COc1ccc(C2C=C(c3cccs3)Nc3nc(CCCO)nn32)cc1 (stereo not given)	16.5
Cc1c(NC(=O)c2ccc(Cl)c(S(=O)(=O)N3CCOCC3)c2)c(=O)n(-c2ccccc2)n1C	3.0
CCOC(=O)CNS(=O)(=O)c1c(C)noc1C	-14.9
CCCCC(=O)Nc1ccccc1C#N	3.0
O=C(Nc1nc2ccccc2[nH]1)c1ccc(F)cc1	58.5
CCn1c(SCC(=O)Nc2cc(NC(C)=O)ccc2OC)nnc1-c1cccnc1	-4.5
C=CCNC(=O)COc1ccc(S(=O)(=O)NC2CCCCC2)cc1	-6.4
Cc1ccc(C(=O)Cn2c(C)cc(C)c(C#N)c2=O)cc1	1.1
O=C(Nc1ccc2c(c1)OCCO2)c1cccnc1	-3.0
COCCn1nnnc1SCC(=O)c1ccccc1	0.2
COc1cc2nc(SCc3c(C)noc3C)n(CCC3=CCCCC3)c(=O)c2cc1OC	-0.6
CCCC(OC(=O)CC1Sc2ccccc2NC1=O)C(=O)NCc1ccco1 (stereo not given)	8.5
COc1ccc(NC(=O)N2CCCCC2)cc1	-26.1
CCOC(=O)CN1C(=O)c2ccccc2C1=O	-28.5
CC(C)OC(=O)c1ccc(OC(=O)c2cccnc2)cc1	-0.5
Cc1ccc(-n2c3c(cc(C(=O)NC4CCSC4=O)c2=O)C(=O)CCC3)cc1 (stereo not given)	-5.7
CCOC(=O)CNC(=O)c1c(C)nn(-c2ccccc2)c1Cl	-20.4
Cc1cccc(N2CCN(C(=O)C3CCN(S(=O)(=O)c4cnc[nH]4)CC3)CC2)c1C	-3.9
O=C(CCSCCC(=O)NCc1cccs1)NCc1cccs1	-36.1
Cc1nnc(SC(C)C(=O)Nc2ccc(S(=O)(=O)N3CCCCCC3)cc2)s1 (stereo not given)	15.4
CCOC(=O)c1c(C)[nH]c(C=Nc2ccccc2)c1O	-32.0
Cc1cc(Nc2ccc(Cl)cc2)n2nnnc2n1	0.7
COc1nc(Nc2ccc(OC)c(Cl)c2)nc(OC)n1	-11.6
COc1ccc(N2CCC(CNS(=O)(=O)c3cccc(C(F)(F)F)c3)C2)cc1 (stereo not given)	-37.6
CC1=C2C(CCS2(=O)=O)CC2(C1)C(=O)OC(C)(C)OC2=O (stereo not given)	-0.8
Cc1cc(C)n(-c2ccc(N3CCOCC3)nn2)n1	-35.6
CCn1c(=O)cc(OCC(=O)NC2CCCCC2)c2ccccc21	-15.1
Cc1nnc(NC(=O)CSc2nnc(-c3ccoc3C)n2CC(C)C)s1	0.4
CCOc1c(OC)cccc1C1CC(=O)Nc2cc(OC)c(OC)cc21 (stereo not given)	4.9
COc1ccc(S(=O)(=O)N2CCN(C(=O)c3cccc(Cl)c3)CC2)cc1	-6.2
COc1cc2ccccc2cc1C(=O)Nc1ccc(S(=O)(=O)Nc2cc(C)on2)cc1	-20.5
O=C(Nc1cccc(C(=O)N2CCCCCC2)c1)c1ccco1	-12.8

The final two compounds of the section before are carried over, then new ones follow:
SMILES	GBA enhancer
COc1cc2ccccc2cc1C(=O)Nc1ccc(S(=O)(=O)Nc2cc(C)on2)cc1	-20.5
O=C(Nc1cccc(C(=O)N2CCCCCC2)c1)c1ccco1	-12.8
Cc1cccc(NC(=O)CCN2CC(C)OC(C)C2)c1 (stereo not given)	-24.1
CCc1nn2cc(-c3ccccc3)nc2s1	3.5
CCOC(=O)c1cccc(NC(=O)CCc2nc(-c3ccc(C)cc3)no2)c1	-9.0
CCOC(=O)c1ccc(Nc2cc(C)nc(-c3ccccc3O)n2)cc1	-43.1
COc1ccc(NC(=O)CCS(=O)(=O)c2ccc(OC)cc2)cc1	4.7
Nc1ccc2cn[nH]c2c1	-31.3
N#Cc1cnn(-c2nc(SCc3ccccc3)nc3sc4c(c23)CCCC4)c1N	-1.2
O=C(NCc1cccs1)c1ccc2c(c1)OCCO2	-29.9
CCC(C(=O)OC)n1cnc2c(nnn2-c2ccc(OC)cc2)c1=O (stereo not given)	-8.6
CCOC(=O)c1cc(-c2ccc(F)cc2)n(CC(=O)N2CCCC2)c1C	2.6
COC(=O)C1C(=O)c2c([nH]c(C(=O)OCCSC)c2C)CC1C (stereo not given)	-11.7
C=CCOc1cccc(C2/C(=C(/O)c3ccccc3)C(=O)C(=O)N2CCN2CCOCC2)c1 (stereo not given)	13.1
Cc1sc2ncnc(SCc3ccco3)c2c1C	-18.8
CCOc1ccc(-n2c(SCC(=O)NCc3ccco3)nc3c(c2=O)SCC3)cc1	-1.6
CC1=Nn2c(nnc2-c2ccccc2F)SC1	-24.2

Filtered by structure, the compounds so far containing a CF3 group
SMILES	GBA enhancer
Nn1c(SCC(=O)Nc2ccc3c(c2)OCCO3)nnc1C(F)(F)F	-11.8
COc1ccc(N2CCC(CNS(=O)(=O)c3cccc(C(F)(F)F)c3)C2)cc1 (stereo not given)	-37.6

(further entries)
SMILES	GBA enhancer
COc1ccc(-n2nnc3c(SCC(=O)NCC4CCCO4)ncnc32)cc1 (stereo not given)	-2.9
CNc1oc(Cc2ccccc2)nc1S(=O)(=O)c1ccccc1	-7.2
C=C(C)c1cccc(C(C)(C)NC(=O)Nc2ccc3[nH]c(=O)[nH]c3c2)c1	0.2
Nc1nc2n(n1)C(c1ccco1)CC(c1ccc(Cl)cc1Cl)N2 (stereo not given)	5.7
Cc1ccc(-n2c(=O)[nH]cc(C(=O)N3CCc4ccccc43)c2=O)cc1	0.2
Cc1nc(=O)c(-c2ccccc2)c(C)n1-c1ccccc1O	-9.4
Cc1ccc(S(=O)(=O)N2CC3(C)CN(S(=O)(=O)c4ccc(C)cc4)CC(C)(C2)C3O)cc1 (stereo not given)	-17.1
CC1CCCC(C)N1C(=O)CSc1nnc(-c2cccs2)o1 (stereo not given)	5.7
O=C(Cn1ncc2c(=O)oc3ccccc3c21)NC1CC1	11.7
CCOc1ccccc1NC(=O)Cc1ccccc1OC	-9.6
COc1ccc(C(=O)Nc2cc3c(cc2C#N)OCO3)cc1S(=O)(=O)NCc1ccco1	-40.4
O=C(c1ccc(CN2CCc3ccccc3C2)cc1)N1CCCCC1	-8.3
COc1cccc(NC(=O)CNS(=O)(=O)c2ccc3nc(C)sc3c2)c1	-5.6
CCCn1c(CCc2ccccc2)nnc1SCC(=O)N1CCCC1	-3.9
CCOC(=O)c1ccc(-c2nnc(-c3ccc(Cl)cc3Cl)o2)cc1	38.1
CCOC(=O)COc1nc(Nc2ccccc2C)nc(N(C)C)n1	-28.2
Cc1noc(/C=C/N(C)C)c1S(=O)(=O)N(C)CC(=O)NC1CCCCC1	4.8
CCOc1ccc(C(=O)Nc2nnn(CC)n2)cc1	-29.0
O=c1cc(O)c2c(=O)n3c4c(cccc4c2o1)CCC3	-5.8
Cc1c(C(=O)N2CC(C)OC(C)C2)sc2nc(-c3ccc(F)cc3)cn12 (stereo not given)	0.8
COc1ccc(Br)cc1CNC(=O)C1CCCN(S(C)(=O)=O)C1 (stereo not given)	-10.3
CCOC(=O)c1cnn(CCOC(=O)C(C)(C)C)c1NC(=O)C(C)(C)C	-10.9
Cc1cc(N2CCN(C(=O)c3ccco3)CC2)n2nc(-c3cccc(Cl)c3)cc2n1	-39.9
CCCS(=O)(=O)NCCc1cc2ccc(C)cc2[nH]c1=O	15.3
CSCC[C@H](NC(=O)C1CCN(S(=O)(=O)c2ccc(C)cc2)CC1)C(=O)NCc1ccco1	-6.1
CCCCSc1nsc(NC(C)=O)n1	-1.0
Brc1c(NC2=NCCN2)ccc2nccnc12	6.2
Cc1sc2ncnc(OCC(=O)NCc3cccs3)c2c1C	-3.2
O=C(O)CCC(=O)Nc1nnc(C(F)(F)F)s1	-44.5
Cc1nc(-c2ccc(C(=O)N3CCOCC3)cc2)cs1	-122.4
CCOC(=O)c1ccc2nc(NC(=O)c3ccco3)sc2c1	22.0
COc1cc(NC(=O)c2ccc(COc3ccccc3Br)o2)cc(OC)c1OC	2.9
O=C(CCS(=O)(=O)c1ccc(Br)s1)NCc1ccc2c(c1)OCO2	-16.9
CSc1nnc(-c2ccccc2)n1C	-34.9
CCn1nc(C(=O)OCC(=O)c2cc(C)n(Cc3cccs3)c2C)c2ccccc2c1=O	11.0
Cc1nc(CC(=O)N2CCN(c3cccc(C)c3C)CC2)cs1	7.9
COc1ccc2nc(C)cc(N3CC(C)OC(C)C3)c2c1 (stereo not given)	-3.6
CCOC(=O)c1c(N)sc2c1CCS(=O)(=O)C2	-7.4
COc1ccc(CNc2nc3nc(C)cc(C)n3n2)cc1OC	4.3
CCOc1ccc(NC(=O)N(CCC(C)C)C(C)c2ccco2)cc1 (stereo not given)	-59.0
O=C(CSc1nnc(Cc2cccs2)n1C1CCCCC1)N1CCN(C(=O)c2ccco2)CC1	-14.5
C=CCOC(=O)C1=C(C)NC(=O)NC1c1ccc(OC(=O)c2ccco2)c(OC)c1 (stereo not given)	-3.6
COc1cc2c(cc1OC)C(c1cccc(OC)c1OC)CC(=O)N2 (stereo not given)	-15.7
Cc1cc(NC(=O)COC(=O)C2CCN(S(=O)(=O)c3ccc(Cl)cc3)CC2)no1	-2.4
Nc1ccc2c(C(F)(F)F)cc(=O)oc2c1	4.5
CCCC(C)C1C(C#N)=C(N)Oc2cc(C)oc(=O)c21 (stereo not given)	-59.2
O=S(=O)(c1cccc2nsnc12)N1CCCC1	-34.6
NC(=O)c1ccc(-c2ccc(Br)cc2)o1	-4.5
CCOC(=O)N1CCN(C(=O)c2ccc(C)c(S(=O)(=O)Nc3cccc(C)c3C)c2)CC1	-18.9
O=C(COC(=O)COc1ccc(Nc2ccccc2)cc1)NCc1ccco1	-10.6
COc1ccc(C(=O)COC(=O)c2ccc(OC)c(OC)c2)cc1OC	10.1
CCc1nc(SCC(=O)N2CCc3ccccc32)c2oc3ccccc3c2n1	16.0
Cc1ccc2c(c1C)NC(=O)C2(O)CC(=O)c1ccc2c(c1)OCO2 (stereo not given)	7.2
Cc1c(/C(O)=C2/C(=O)C(=O)N(CCN3CCOCC3)C2c2cccnc2)cnn1-c1ccccc1 (stereo not given)	-27.1
COCCCNS(=O)(=O)c1ccc2c(c1)CCN2C(C)=O	4.7
O=C(CSc1nc2c(c(=O)[nH]1)CCCC2)Nc1ccc(Cl)cc1F	-14.2
COc1ccc(CCNC(=O)C2CCCN2C(=O)NC2CCCCC2)cc1OC (stereo not given)	-37.9
COC(=O)CSc1nnc(CNC(=O)c2cccs2)n1-c1cc(OC)ccc1OC	-8.2
CC1=C(C(=O)N2CCCCC2)C(c2cccs2)C2=C(CCCC2=O)N1 (stereo not given)	-7.1
O=C(C1CCN(S(=O)(=O)N2CCC3(CC2)OCCO3)CC1)N1CCN(Cc2ccccc2)CC1	4.9

4 structures out of the list, sorted by heavy-atom count, smallest number first:
SMILES	GBA enhancer
CCCC(C)C1C(C#N)=C(N)Oc2cc(C)oc(=O)c21 (stereo not given)	-59.2
O=C(CSc1nc2c(c(=O)[nH]1)CCCC2)Nc1ccc(Cl)cc1F	-14.2
CC1=C(C(=O)N2CCCCC2)C(c2cccs2)C2=C(CCCC2=O)N1 (stereo not given)	-7.1
COc1ccc(C(=O)COC(=O)c2ccc(OC)c(OC)c2)cc1OC	10.1

Back to the main list; the 3 compounds before the break are reprinted first.
SMILES	GBA enhancer
COC(=O)CSc1nnc(CNC(=O)c2cccs2)n1-c1cc(OC)ccc1OC	-8.2
CC1=C(C(=O)N2CCCCC2)C(c2cccs2)C2=C(CCCC2=O)N1 (stereo not given)	-7.1
O=C(C1CCN(S(=O)(=O)N2CCC3(CC2)OCCO3)CC1)N1CCN(Cc2ccccc2)CC1	4.9
Fc1cccc(Cl)c1Cn1nnc2c(-n3ccnc3)ncnc21	0.7
Cn1c(=O)cc(SCC(=O)N2CCN(c3ccccn3)CC2)c2ccccc21	-9.6
CC(=O)N1CCCc2cc(S(=O)(=O)NCCC3=CCCCC3)ccc21	-24.4
O=C(Nc1cccc2cccnc12)c1cccnc1	2.6
